From PubChem
E-selectin induc – E-selectin induction in HUVECs, primary screen, imaging, HUVEC, immunofluorescence imaging, single point; P16581; normalized: neutral wells 0, TNF-alpha wells 100; activation, % at 7.58 µM; 260,000 compounds, 0.37% hits; AID 686992, 2013;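 active = mean E-selectin-positive cell signal at least 10% of the positive control, reached in at least 60% of replicates, without over 20% cell loss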;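 also: in these data hits start at about 27%; measured in HUVEC primary endothelial cells; signal is the percent of cells scored E-selectin positive by PE staining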
Target sequence (P16581 whole entry, looked up): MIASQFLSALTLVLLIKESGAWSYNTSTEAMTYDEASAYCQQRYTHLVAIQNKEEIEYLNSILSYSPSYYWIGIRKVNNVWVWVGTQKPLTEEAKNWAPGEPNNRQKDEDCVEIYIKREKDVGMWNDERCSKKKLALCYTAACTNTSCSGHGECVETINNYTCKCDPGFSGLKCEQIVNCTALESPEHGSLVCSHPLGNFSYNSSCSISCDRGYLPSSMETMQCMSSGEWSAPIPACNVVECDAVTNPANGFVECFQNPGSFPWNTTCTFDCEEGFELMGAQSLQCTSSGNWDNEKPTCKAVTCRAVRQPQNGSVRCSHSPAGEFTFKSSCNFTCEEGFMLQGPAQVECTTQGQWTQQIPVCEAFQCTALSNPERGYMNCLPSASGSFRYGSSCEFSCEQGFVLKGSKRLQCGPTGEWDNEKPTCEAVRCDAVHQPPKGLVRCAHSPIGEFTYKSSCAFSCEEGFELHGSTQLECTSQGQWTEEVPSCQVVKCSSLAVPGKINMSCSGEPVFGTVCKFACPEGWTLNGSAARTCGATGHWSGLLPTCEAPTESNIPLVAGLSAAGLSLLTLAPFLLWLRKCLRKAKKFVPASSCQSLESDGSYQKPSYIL
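Test system: HUVEC | Signal: Immunofluorescence imaging | Read-out: Percent E-selectin-positive cells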
S100A4 MyoIIA – inhibitors of S100A4-myosin IIA peptide binding, primary screen, biochemical, fluorescence polarization, TAMRA-MyoIIA peptide | 360,000 compounds, 0.14% hits | inhibition, % at 10.7 µM | Protein S100-A4 (Homo sapiens), P26447;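 active = mean inhibition of at least 70% across replicates, with every replicate also reaching that level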
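Test system: S100A4 monomer protein. Medium: HEPES buffer with Ca2+, pH 7.2. Reagent: fluorescent myosin IIA peptide, 5 nM. Compound dosing: single-point compound testing. Timing: 5 min between mix addition and reading. Benchmarks: DMSO neutral and TFP positive wells.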
RAD52 anneal inh – RAD52 DNA annealing inhibitors, primary screen, biochemical, FRET, single point, set 2; recombinant RAD52 DNA annealing, FRET fluorescence; inhibition, % at 18.7 µM; 360,000 compounds, 0.46% hits; AID 651710, 2012; DNA repair protein RAD52 homolog (Homo sapiens), P43351;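 active = every replicate showing at least 50% inhibition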
Target sequence (P43351 whole entry, looked up): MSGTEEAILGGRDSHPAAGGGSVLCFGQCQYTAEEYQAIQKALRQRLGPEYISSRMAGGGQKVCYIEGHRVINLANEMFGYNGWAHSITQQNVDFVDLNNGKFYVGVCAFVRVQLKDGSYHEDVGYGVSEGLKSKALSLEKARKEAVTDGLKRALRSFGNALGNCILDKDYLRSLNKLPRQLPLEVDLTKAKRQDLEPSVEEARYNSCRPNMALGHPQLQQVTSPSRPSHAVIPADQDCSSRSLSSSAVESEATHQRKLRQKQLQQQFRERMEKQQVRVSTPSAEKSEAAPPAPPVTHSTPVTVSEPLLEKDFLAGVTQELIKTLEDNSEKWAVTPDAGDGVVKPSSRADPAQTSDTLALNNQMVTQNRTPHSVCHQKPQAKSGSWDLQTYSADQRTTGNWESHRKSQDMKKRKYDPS
FN deposit inh – inhibitors of fibronectin matrix deposition, primary screen, AH1F cells, Alexa488-fibronectin fluorescence, plate reader | AH1F fibroblasts, overnight | inhibition, % at 12.6 µM | 350,000 compounds, 0.086% hits | AID 743247, 2014;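 active = mean inhibition across replicates of 30% or more, regardless of how many single replicates reach that level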;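 also: positive control wells lacked labelled fibronectin entirely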
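Material: AH1F fibroblasts assembling fluorescent fibronectin matrix; amount: 10000 AH1F cells/well; medium: DMEM, 2% serum; reagent: Alexa488-fibronectin, 24 nM final in well; dosing: single compound dose, delivered by pin transfer; incubation: 1 h adhesion, overnight exposure; detection: fluorescence after three HBSS washes, excitation 485 nm, emission 525 nm; measure: fibronectin deposition inhibition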
EWS-Fli block – EWS/Fli-driven NR0B1 reporter inhibitors, primary screen, A673 cells, NR0B1 luciferase, luminescence, MLPCN library | AID 651661, 2012 | 350,000 compounds, 0.67% hits | viability-normalised | inhibition, % at 12.6 µM;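 active = mean inhibition of at least 50% after viability correction, with every replicate also passing that limit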;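 also: firefly luciferase signal divided by Alamar Blue viability fluorescence both relative to DMSO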
RAD54 inh – inhibitors of human RAD54 branch migration, primary screen, biochemical, fluorescence, single point; 360,000 compounds, 0.14% hits; inhibition, % at 10.4 µM; RAD54 Holliday junction branch migration, FAM/BHQ fluorescence; DNA repair and recombination protein RAD54-like (Homo sapiens), Q92698; AID 602329, 2012;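 active = mean normalized replicate activity at least 40 and at least half of replicates scoring 40 or more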;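 also: 0% = median of neutral control wells and 100% = median of positive control wells; inhibitors cause a drop in the FAM fluorescence signal; in these data hits start at about 50%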
XiGFP reactiv – activators of inactive X chromosome reactivation, primary screen, imaging, XiGFP fibroblasts, GFP high-content imaging, set 2 | XiGFP mouse fibroblasts, % GFP-positive cells imaging, 3 d; cells co-treated with 5-aza-dC sensitizer; scaled so ellipticine positive control = 100% | AID 743238, 2013 | activation, % at 7.58 µM | 360,000 compounds, 0.055% hits;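 active = mean normalized replicate activation at least 10% and every replicate at or above 10%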;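 also: 0% = median of on-plate neutral control wells and 100% = ellipticine 6 µM median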
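System: 68-5-11 XiGFP fibroblast line; Timing: 3 days compound exposure; Compound dosing: one concentration, pinned; Benchmarks: positive control ellipticine, 6 µM final; Buffer or medium: DMEM containing 5-aza-dC.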
esBAF inh – Bmi1 luciferase reporter increase in mESCs, primary screen, esBAF inhibitor project, mouse ES cells, Bmi1 luciferase knock-in, single point; reporter increase, % at 12.5 µM; 350,000 compounds, 2% hits; 24 h; 100% = twice the neutral-well signal; in the data active = activation above about 40%;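 also: 0% = median of the plate's neutral control wells and 100% = double that signal; a rise in the Bmi1 reporter signal indicates esBAF inhibition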
* marks the source's active call; other numbers are inactive results; · = no result given; & = joins results of further samples. Not a hit list; overall some 3% were active at least once.

SMILES	E-selectin induc	S100A4 MyoIIA	RAD52 anneal inh	FN deposit inh	EWS-Fli block	RAD54 inh	XiGFP reactiv	esBAF inh
CCOc1ccc(C(C)=O)cc1Cc1c(O)nc(N)[nH]c1=O	9.5	1	-30	-5	2	·	0.0	·
Cc1cc(C)c2nc(SCC(=O)NC(=O)c3cccn3C)cc(C)c2c1	·	-1	-27	·	5	·	0.1	·
C[C@H]1CCCCO[C@@H](CN(C)S(=O)(=O)c2ccc(Cl)cc2)[C@@H](C)CN([C@@H](C)CO)C(=O)c2cc(NS(=O)(=O)c3cn(C)cn3)ccc2O1	0.4	-18	24	·	-5	3	-0.5	2
Cc1cc(N2CCCCC2)nc2c(C)cccc12	4.0	-1	4	1	3	·	-0.1	·
CC1CCCCN1C(=O)CCNC(=O)Cn1cnc2ccccc2c1=O (configuration not stated)	2.1	-4	-16	-2	2	11	0.2	-3
Cc1ccc(-c2cnc3c(c2)C(=O)N([C@@H](C)CO)C[C@H](C)[C@H](CN(C)C(=O)Cc2ccccc2)O3)cc1	0.2	-41	2	·	-10	4	0.0	-5
COCCNC(=O)C[C@@H]1C=C[C@H](NC(=O)NC2CCCCC2)[C@H](CO)O1	2.3	4	-8	·	3	3	-0.4	-3
Cn1nc(C(C)(C)C)c([N+](=O)[O-])c1C(=O)NC(C)(C)C	-0.4	·	·	3	·	2	0.1	·
C[C@@H]1CCCCO[C@@H](CN(C)S(=O)(=O)c2ccc(Cl)cc2)[C@@H](C)CN([C@@H](C)CO)C(=O)c2cc(NS(=O)(=O)c3cn(C)cn3)ccc2O1	-0.1	4	8	·	-7	-5	-1.1	2
CN(C)S(=O)(=O)c1cccc(NC(=O)c2cc(-c3cccs3)nc3ccccc23)c1	1.7	2	-35	13	9	1	0.2	3
CCCCCn1c(CCNC(=O)CCC)nc2ccccc21	·	2	-2	12	-2	-10	0.0	6
C[C@H]1CN([C@@H](C)CO)C(=O)Cc2cc(NS(=O)(=O)c3ccc(F)cc3)ccc2O[C@H]1CN(C)C(=O)Nc1ccc2c(c1)OCO2	1.2	·	·	·	-4	·	0.6	-2
O=C(c1ccco1)N1CCN(Cc2nc3ccccc3[nH]2)CC1	·	1	-25	2	0	0	-0.1	5
O=C(Nc1ccc(S(=O)(=O)NCCc2ccccc2)cc1)c1ccncc1	-0.1	-3	-14	12	7	-3	0.0	·
COc1ccc([C@@H]2[C@@H]3C(=O)N(C(C)(C)C)C(=O)[C@@H]3[C@]3(C)C(=O)N(c4ccccc4)C(=O)N23)cc1	-0.1	2	-12	-18	-8	1	0.0	1
C/C(=N\NC(=O)c1nnn(-c2nonc2N)c1CN1CCCCCC1)c1ccc(Br)cc1	·	4	-14	0	·	2	-0.1	-8
CN1CCN(C2CN(Cc3cn(Cc4ccccc4F)nn3)S(=O)(=O)C2)CC1 (configuration not stated)	-0.1	-9	-6	-5	-1	-9	0.0	0
O=C(O)c1cccc(S(=O)(=O)Nc2ccc(O)cc2Sc2nc3ccccc3s2)c1	-3.2	-5	-14	0	-9	0	0.0	1
C[C@H]1CN([C@@H](C)CO)C(=O)CCCn2nncc2CO[C@@H]1CN(C)C(=O)c1ccccc1	-0.1&0.1	14&4	-16&-4	8&-4	-5&-4	5&0	0.1&0.0	-5&0
CNC[C@H]1Oc2ccc(NC(=O)Nc3ccc(C(F)(F)F)cc3)cc2C(=O)N([C@@H](C)CO)C[C@H]1C	·	-11	19	·	3	8	0.0	0
Cc1ccc(NC(=O)CN(c2cc(C)cc(C)c2)S(=O)(=O)c2c(C)noc2C)nc1	·	-1	-10	-5	2	-2	-0.2	-10
CN(C(=O)CCN1C(=O)S/C(=C\c2ccccc2)C1=O)C1CCS(=O)(=O)C1 (configuration not stated)	·	-5	-1	2	-8	1	0.0	2
Cc1ccc(-c2ccc([C@@H]3[C@H]4CN(C(=O)CN5CCOCC5)CC(=O)N4[C@H]3CO)cc2)cc1	-0.2	2	2	·	-12	·	0.2	·
NC(=O)c1ccc[n+](Cc2ccc(-c3ccccc3)cc2)c1	0.3	-2	10	0	2	-3	0.2	3
C=CCOc1ccc(C2C(C(=O)c3ccc(C)o3)=C(O)C(=O)N2Cc2cccnc2)cc1 (configuration not stated)	0.1	-7	-45	-2	1	-2	0.4	4
COc1cccc(CN2[C@@H]3CNC[C@H]2C3c2ccc(-c3cccc(OC)c3)cc2)c1 (some centres not stated)	-0.5&0.1	12&-27	38&40	-9&-1	-3&10	·	0.1&0.1	·
COc1ccc2c(c1)C(NC(=O)C(F)(F)F)CC21CCCCC1 (configuration not stated)	0.2	-4	-38	2	-9	·	0.1	·
CCn1c(SCC(=O)N2CCCc3ccccc32)nnc1-c1cccs1	·	1	-4	0	·	5	·	0
COc1ccc(NC(=O)C2CC(=O)N(c3ccccc3Cl)C2)c(OC)c1 (configuration not stated)	·	0	2	7	6	-5	0.0	·
C[C@H]1CN([C@@H](C)CO)C(=O)c2cc(-c3cccnc3)cnc2O[C@H]1CN(C)S(C)(=O)=O	0.2	3	1	-1	1	0	0.4	-9

One compound at a time, from the list above. Values in the order: E-selectin induc | S100A4 MyoIIA | RAD52 anneal inh | FN deposit inh | EWS-Fli block | RAD54 inh | XiGFP reactiv | esBAF inh
Entry for CN1CCN(C2CN(Cc3cn(Cc4ccccc4F)nn3)S(=O)(=O)C2)CC1 (configuration not stated) : -0.1 | -9 | -6 | -5 | -1 | -9 | 0.0 | 0
Entry for NC(=O)c1ccc[n+](Cc2ccc(-c3ccccc3)cc2)c1 : 0.3 | -2 | 10 | 0 | 2 | -3 | 0.2 | 3
Entry for CNC[C@H]1Oc2ccc(NC(=O)Nc3ccc(C(F)(F)F)cc3)cc2C(=O)N([C@@H](C)CO)C[C@H]1C : · | -11 | 19 | · | 3 | 8 | 0.0 | 0
Entry for CCn1c(SCC(=O)N2CCCc3ccccc32)nnc1-c1cccs1 : · | 1 | -4 | 0 | · | 5 | · | 0
Entry for Cc1ccc(-c2ccc([C@@H]3[C@H]4CN(C(=O)CN5CCOCC5)CC(=O)N4[C@H]3CO)cc2)cc1 : -0.2 | 2 | 2 | · | -12 | · | 0.2 | ·

(further entries)
SMILES	E-selectin induc	S100A4 MyoIIA	RAD52 anneal inh	FN deposit inh	EWS-Fli block	RAD54 inh	XiGFP reactiv	esBAF inh
O=C(Cn1c(=O)cnc2ccccc21)Nc1cc(Cl)ccc1N1CCOCC1	-1.0	-3	-46	-5	-17	-1	0.0	0
CO[C@H]1CN(C)C(=O)c2ccc(NC(=O)C3CCCCC3)cc2OC[C@@H](C)N(Cc2nccs2)C[C@@H]1C	-0.3	130*	-29	2	0	8	0.1	-16
COC(=O)c1cc(S(=O)(=O)Nc2cccc(OC)c2)cn1C	1.3	7	-140	-1	-8	-3	0.1	12
Brc1ccc(C2Nc3cccc4cccc(c34)N2)cc1	·	-1	-14	-11	18	8	-0.1	-8
CC(C)(C)OC(=O)N1CCCC(C(=O)Nc2ccc(C(=O)N3CCOCC3)cc2)C1 (configuration not stated)	-0.1	0	-13	-2	3	-4	-0.3	2
COc1ccccc1C(=O)Nc1cccc(Oc2c(F)c(F)c(F)c(F)c2F)c1	11	0	1	-5	6	-2	0.1	·
O=C(Nc1ccccn1)c1ccco1	·	-5	-9	·	-51	8	·	24
CCS(=O)(=O)N[C@@H]1CC[C@@H](CC(=O)N2CCCCC2)O[C@@H]1CO	0.1	13	-40	5	7	-3	-0.1	1
CCN(CC(=O)Nc1ccc(NC(C)=O)cc1)C(=O)c1cccc(Oc2ccccc2)c1	·	8	0	-5	6	-8	0.6	9
COc1ccc(-c2cc(C(=O)Nc3ccc(S(=O)(=O)Nc4ncccn4)cc3)c3ccccc3n2)cc1	5.0	14	-19	7	-8	7	-0.1	18
COc1ccccc1NC(=O)/C(C#N)=C/c1c(C)nn(-c2ccc(F)cc2)c1Cl	-0.2	-2	-3	2	9	·	0.3	·
Cc1ccc(C(=O)COC(=O)CN2C(=O)C3CC=CCC3C2=O)cc1[N+](=O)[O-] (configuration not stated)	-1.1	-3	-9	11	·	4	0.0	-4
CC(=O)C1(C)C(=O)N(c2ccc(C)cc2)C(=O)N1c1ccc(C)cc1 (configuration not stated)	2.8	-5	-12	-5	-9	·	0.1	·
CC(C)(C)NC(=O)C(c1ccc(F)cc1)N(CCc1ccccc1)C(=O)c1ccn[nH]1 (configuration not stated)	-0.1	-3	-16	5	12	·	0.0	-4
COc1cc(C(=O)O[C@H]2CC(C)=CC[C@@]3(C)CC[C@@](O)(C(C)C)[C@H]23)ccc1O	0.8	-6	1	-1	18	8	0.1	-2
CN(C)c1cccc(C(=O)Nc2cccc(S(=O)(=O)NC3=NCCC3)c2)c1	0.5	-2	-6	1	·	2	0.0	55*
C[C@@H]1CN([C@H](C)CO)C(=O)c2cc(NC(=O)c3ccncc3)ccc2O[C@H]1CN(C)Cc1ccc2c(c1)OCO2	0.0	-4	-10	·	2	2	0.1	-5
COc1ccc(/C(N)=N/OC(=O)Cc2cccs2)cc1	·	-3	-23	-11	-100	-7	0.1	60*
Cc1cc(NC(=O)COC(=O)c2ccccc2O)no1	·	0	-2	-6	-3	-1	0.1	-1
CO[C@H]1CN(C)C(=O)c2cc(C#N)ccc2OCC[C@@H]2CC[C@H](OC)[C@@H](CN(C)C(=O)[C@H]1C)O2	0.1	6	-3	-12	-5	1	0.1	-2
COc1ccc(CC(=O)OCC(=O)Nc2ncc(Cl)c(C)c2Cl)cc1	9.4	-5	-15	-11	2	-3	0.1	-3
C[C@H](CO)N1C[C@H](C)[C@@H](CN(C)S(C)(=O)=O)OCCCC[C@H](C)Oc2ccc(NC(=O)Nc3ccc4c(c3)OCO4)cc2C1=O	-0.2	10	8	·	-4	-12	0.2	-2
CC1CCN(C(=O)c2ccc(NS(=O)(=O)c3ccc4[nH]c(=O)[nH]c4c3)cc2)CC1	-2.0	-2	-6	3	1	·	0.1	12
CCOC(=O)c1cc2c(c(CCO)n1)[C@@H](CCO)N(S(=O)(=O)C(C)(C)C)C2	-0.1	0	-6	2	9	-9	0.0	-1
NNC(=O)[C@H]1C[C@@H]1c1ccccc1	-0.2	-2	-22	-2	8	·	-0.1	·
CC1=C(CO)C(=O)OC([C@@H](C)C2CC[C@H]3C4C[C@H]5O[C@]56[C@@H](O)C=CC(=O)[C@]6(C)C4CC[C@]23C)C1 (some centres not stated)	·	0	-2	·	64*	0	·	-75
Fc1ccc2cnc(-c3ccccc3)c(-c3ccc(C(F)(F)F)cc3)c2c1	0.0	-1	-84	-14	0	-2	0.2	-1
COC(=O)C1(C(=O)OC)C/C=C\CCN(S(=O)(=O)c2ccccc2[N+](=O)[O-])CC1	·	-2	1	3	6	·	-0.1	·
